GLA spleen mod: qHTS Assay for Inhibitors and Activators of Human alpha-Galactosidase From Spleen Homogenate. Alpha-galactosidase A (Homo sapiens), P06280. human spleen homogenate, 4MU-alpha-Gal fluorescence, 40 min. Potency, µM (top dose mostly 80 µM), for the others: at the highest dose activity change, negative = inhibition, usual class: inhibitors. hit rate 0.008% among 240,000. AID 2107, 2009;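 also: 0% = enzyme with vehicle and -100% = no enzyme basal signal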
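Inhibition or activation of alpha-galactosidase in human spleen homogenate is scored by 4-MU fluorescence after 40 min at 37C, pH 5.0, with 1 mM substrate. AC50s come from concentration-response fitted to the Hill equation.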
ALDH1A1 block: qHTS Assay for Inhibitors of Aldehyde Dehydrogenase 1 (ALDH1A1); Potency, µM (series often up to 75.3 µM), inactives show at the top dose activity, negative = inhibition, most hits filed as inhibitors; Aldehyde dehydrogenase 1A1 (Homo sapiens), P00352; AID 1030, 2008; hit rate 7.3% among 220,000; Purified ALDH1A1, NADH fluorescence, propionaldehyde substrate; active = well fitted inhibition curve with a large enough effect, not every such curve was filed as active; inconclusive = small, poorly fitted or top-dose-only effect, or another doubt; inactive = no such curve, though single readings can be large or run the other way;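 also: plate controls were no enzyme wells and a reference inhibitor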
L3MBTL1 block: qHTS Assay for the Inhibitors of L3MBTL1. Potency, µM (series often up to 57.1 µM), for the others: top-dose activity, negative = inhibition, usual class: inhibitors. Lethal(3)malignant brain tumor-like protein 1 (Homo sapiens), Q9Y468. hit rate 0.66% among 230,000. AlphaScreen L3MBTL1–H3K9me1 peptide binding; also: nearly all actives have a fitted effect of over 60% in size
Target sequence (Q9Y468 whole entry, looked up): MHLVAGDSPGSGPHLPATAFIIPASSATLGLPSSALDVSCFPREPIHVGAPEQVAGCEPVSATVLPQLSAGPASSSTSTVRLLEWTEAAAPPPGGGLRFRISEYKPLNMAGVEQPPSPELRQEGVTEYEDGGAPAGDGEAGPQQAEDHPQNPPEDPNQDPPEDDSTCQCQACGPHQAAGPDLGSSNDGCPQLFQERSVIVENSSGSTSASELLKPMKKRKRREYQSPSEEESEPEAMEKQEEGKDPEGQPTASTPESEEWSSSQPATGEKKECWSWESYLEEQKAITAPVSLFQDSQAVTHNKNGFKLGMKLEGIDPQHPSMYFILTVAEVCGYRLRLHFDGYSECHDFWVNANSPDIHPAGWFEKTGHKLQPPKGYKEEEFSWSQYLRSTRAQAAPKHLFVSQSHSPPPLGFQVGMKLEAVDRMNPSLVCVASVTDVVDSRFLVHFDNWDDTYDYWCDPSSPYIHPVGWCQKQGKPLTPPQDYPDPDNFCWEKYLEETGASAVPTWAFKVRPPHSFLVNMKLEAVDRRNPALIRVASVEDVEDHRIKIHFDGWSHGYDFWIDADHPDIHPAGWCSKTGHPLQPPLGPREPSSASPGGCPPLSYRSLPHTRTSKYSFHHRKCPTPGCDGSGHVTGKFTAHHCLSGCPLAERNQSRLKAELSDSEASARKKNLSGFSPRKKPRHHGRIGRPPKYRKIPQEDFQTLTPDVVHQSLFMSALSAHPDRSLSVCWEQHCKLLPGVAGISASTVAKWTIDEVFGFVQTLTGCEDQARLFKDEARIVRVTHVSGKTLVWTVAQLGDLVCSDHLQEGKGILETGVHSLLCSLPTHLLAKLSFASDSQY
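L3MBTL1 (50 nM) pre-complexed 30 min with biotinylated H3(1-15)K9me1 peptide (75 nM), then compounds added for 30 min at room temperature; AlphaScreen streptavidin donor/nickel chelate acceptor beads (10 ug/mL final) read after 30 min dark incubation.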
Tau fluor counter: Counterscreen qHTS for Inhibitors of Tau Fibril Formation, Fluorescence Polarization. hit rate 0.93% among 280,000. tau K18 P301L Alexa594 fluorescence, heparin fibrillization. Potency, µM (highest dose often 57.7 µM), for inactives: at the highest dose activity change, negative = decrease; also: nearly all actives have a fitted effect of over 55% in size
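Human tau K18 P301L (15 uM unlabeled, 0.24 uM Alexa 594-labeled) in 100 mM sodium acetate pH 7 with 20 uM heparin, 6 hr at 37 C. ThT 30 uM added, 1 hr ambient; Alexa 594 FP and total fluorescence read at 555/632 nm.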
Tau fibril FP: qHTS for Inhibitors of Tau Fibril Formation, Fluorescence Polarization; Microtubule-associated protein tau (Homo sapiens), P10636; K18 P301L tau heparin fibrillization, Alexa594 FP, 6 h; Potency, µM (highest dose often 57.7 µM), inactives show at the highest dose activity, negative = inhibition, actives largely listed as inhibitors; hit rate 0.39% among 280,000; AID 1468, 2008; also: nearly all actives have a fitted effect of over 55% in size
Target sequence (P10636 561-689 P618L limits assumed): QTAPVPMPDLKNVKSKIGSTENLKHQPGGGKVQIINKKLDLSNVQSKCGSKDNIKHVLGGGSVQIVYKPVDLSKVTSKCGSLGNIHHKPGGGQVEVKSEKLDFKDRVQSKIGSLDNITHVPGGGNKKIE
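Human tau K18 […] P301L fragment, 15 uM unlabeled plus 0.24 uM Alexa 594-labeled tau (final), with compound and 20 uM heparin in 100 mM sodium acetate pH 7; 6 hr at 37 C, then Alexa 594 FP read.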
TR SRC2 fluor cs: Total Fluorescence Counterscreen for Inhibitors of the Interaction of Thyroid Hormone Receptor and Steroid Receptor Coregulator 2; TRb/SRC2 Texas Red total fluorescence interference; Potency, µM (titrated, usually from 106 µM), inactives show at the highest dose fluorescence change, negative = quenching; hit rate 0.29% among 280,000; AID 1479, 2009; active = well fitted curve in either direction with a large enough effect; inconclusive = small, poorly fitted or top-dose-only effect
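Human TRβ ligand-binding domain (0.6 uM) and Texas Red SRC2 peptide (20 nM) in Tris buffer with 1 uM T3 and 5% DMSO were incubated with pinned compound for 5 hr at ambient temperature. Total fluorescence was computed as S + 2P (555/632 nm).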
TRb SRC2 PPI: qHTS for Inhibitors of the Interaction of Thyroid Hormone Receptor and Steroid Receptor Coregulator 2; Thyroid hormone receptor beta (Homo sapiens), P10828; TRbeta-SRC2 peptide binding, fluorescence polarization; receptor liganded with 1 µM T3; Potency, µM (series often up to 106 µM), inactives show at the highest dose activity change, negative = inhibition, actives largely listed as inhibitors; hit rate 0.065% among 280,000; AID 1469, 2008;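 also: plate controls were bound peptide for no effect and peptide without receptor for full effect; nearly all actives have a fitted effect of over 50% in size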
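Quantitative HTS by FP: 0.6 uM TRb LBD, 20 nM labeled SRC2 20-mer, 1 uM T3, 5% DMSO; 5 hr ambient incubation; % activity per concentration and potencies from concentration series.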
Tau fibril ThT: qHTS for Inhibitors of Tau Fibril Formation, Thioflavin T Binding; Microtubule-associated protein tau (Homo sapiens), P10636; recombinant tau K18 P301L, heparin-induced fibrillization, ThT fluorescence; Potency, µM (top dose mostly 57.4 µM), without a hit: top-dose activity, negative = inhibition, hits mostly inhibitors; hit rate 2.1% among 270,000; AID 1460, 2008; also: nearly all actives have a fitted effect of over 55% in size
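ThT emission at 510 nm, taken 1 hr after adding 30 uM dye, quantifies aggregates formed when 20 uM heparin acts on human tau K18 P301L for 6 hr at 37 C.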
* hit, by the source's call; ? = inconclusive; nt = no result given; [ ] = another dose, or the depositor's remark. Unless noted, calls follow the shape of the dose curve; as a rule, active = well fitted curve in the direction sought with a large enough effect; inconclusive = small, poorly fitted or top-dose-only effect, or another doubt; inactive = no such curve, though single readings can be large; an effect the other way counts as inactive or inconclusive. Unless noted, % is scaled to controls: 0 for no effect and ±100 for the full control effect; potency is read from the fitted curve at half-maximal effect.

Below each SMILES – GLA spleen mod, ALDH1A1 block, L3MBTL1 block, Tau fluor counter, Tau fibril FP, TR SRC2 fluor cs, TRb SRC2 PPI, Tau fibril ThT
COc1cc(C2C(=O)N(C3CCCCCC3)CC(=O)N2CCC2=CCCCC2)ccc1OC(C)C (stereo unspecified)
    nt, nt, nt, -4.9%, 6.4%, -2.2%, -5.2%, -14.5%
CC1=CN2C(=N)/C(=C/c3ccc(Sc4ccc(Cl)cc4)o3)C(=O)N=C2S1
    2.1%, ?, -4.5%, ?, -9.3%, 4.5%, 1.6%, 12.6µM*
CCc1cc(N2CCOCC2)cc2c1[nH]c1ccccc12
    10.2%, ?, ?, -28.9%, -4.0%, -2.9%, -5.9%, ?
Cc1ccccc1Nc1nc(-c2sc(NC(=O)c3ccc([N+](=O)[O-])cc3)nc2C)cs1
    -0.2%, ?, -17.9%, 10µM*[quencher], 2.2%, 1.5%, 1.8%, 3.98µM*
CCOC(=O)c1c(NC(=O)c2cc(=O)c3c(C)cc(C)cc3o2)sc(C(C)=O)c1C
    nt, nt, nt, -9.0%, -2.0%, 8.6%, 5.0%, -4.7%
Cc1ccc(-c2cc(C(=O)NCc3cn(C)nc3C)c3cc(Br)ccc3n2)cc1
    -2.5%, 12.4%, 16.5%, -13.4%, -9.4%, 6.8%, -2.3%, -13.0%
COc1ccc(C(=O)NCc2nnc(SCC(=O)Nc3ccccc3)n2-c2ccccc2)cc1
    nt, nt, nt, -23.6%, -10.3%, -4.5%, 1.9%, -8.3%
COc1ccc(CCNC(=O)Cn2nnc(-c3ccc(Cl)cc3)n2)cc1OC
    nt, nt, nt, -1.0%, -7.2%, -4.8%, 9.7%, 1.9%
CCN(C(=O)COC(=O)CNC(=O)c1ccc(C)c(C)c1)C1CCS(=O)(=O)C1 (stereo unspecified)
    2.2%, 25.1µM*, 9.9%, 3.5%, -4.5%, -3.1%[53 µM], 0.4%[53 µM], -4.7%
Cc1ccc(C(=O)Oc2cc(-c3ccc4c(c3)OCO4)cc(=O)c3c(C)oc(C)c23)cc1
    nt, nt, nt, -14.5%, -0.6%, 8.0%, 7.0%, ?
O=[N+]([O-])c1cccc(C(O)C23CN4CN(CN(C4)C2)C3)c1 (stereo unspecified)
    -14.7%, nt, 15.8%, -2.8%, -3.6%, -2.8%, 0.0%, -3.5%
Cc1ccc(N=C2NC(=O)/C(=C/c3cccnc3)S2)cc1C
    -3.5%, nt, -1.3%, -20.1%, ?, -1.6%, 0.6%, ?
Cc1ccc(NC(=O)Cn2c(=O)n(-c3ccc(Cl)c(Cl)c3)c(=O)c3c(C)c(C)sc32)c(C)c1
    nt, nt, nt, 4.2%, 5.4%, 5.4%, -0.7%, -0.9%
S=c1[nH]nc(-c2ccncc2)n1/N=C/c1ccccc1Cl
    -0.3%, -2.8%, 5.7%, -12.7%, 0.6%, -1.5%, 1.0%, -15.1%
CCc1ccc2[nH]c(=O)c(C(c3nnnn3CC3CCCO3)N3CCCc4ccccc43)cc2c1 (stereo unspecified)
    12.1%, 7.94µM*, nt, -26.7%, ?, -2.8%, 5.6%, 11.2µM*

Ordered by molecular weight (highest first): some entries from above
Below each SMILES – GLA spleen mod, ALDH1A1 block, L3MBTL1 block, Tau fluor counter, Tau fibril FP, TR SRC2 fluor cs, TRb SRC2 PPI, Tau fibril ThT
COc1ccc(C(=O)NCc2nnc(SCC(=O)Nc3ccccc3)n2-c2ccccc2)cc1
    nt, nt, nt, -23.6%, -10.3%, -4.5%, 1.9%, -8.3%
Cc1ccccc1Nc1nc(-c2sc(NC(=O)c3ccc([N+](=O)[O-])cc3)nc2C)cs1
    -0.2%, ?, -17.9%, 10µM*[quencher], 2.2%, 1.5%, 1.8%, 3.98µM*
CC1=CN2C(=N)/C(=C/c3ccc(Sc4ccc(Cl)cc4)o3)C(=O)N=C2S1
    2.1%, ?, -4.5%, ?, -9.3%, 4.5%, 1.6%, 12.6µM*

(list continues)
Below each SMILES – GLA spleen mod, ALDH1A1 block, L3MBTL1 block, Tau fluor counter, Tau fibril FP, TR SRC2 fluor cs, TRb SRC2 PPI, Tau fibril ThT
COc1ccc(OC)c(NC(=O)c2ccc(-n3cccn3)nc2)c1
    11.5%, -5.7%, 5.0%, -7.1%, -3.7%, 0.5%, 4.5%, -17.2%
Cc1ccc(OCCN2C(=O)S/C(=C\c3ccc(C)o3)C2=O)cc1
    -0.5%, ?, -3.2%, -15.7%, -3.9%, 3.7%, 3.8%, ?
CCOC(=O)CN1C(=O)c2cccnc2Oc2ccccc21
    nt, nt, nt, -0.4%, -4.2%, -0.7%, 5.1%, 1.3%
COc1ccc(CNc2nc(-c3ccccc3)nn2C(=O)c2cccs2)cc1
    -2.1%, 25.1µM*, nt, ?, ?, 1.2%, -1.8%, -10.5%
CCc1ccc(OC(=O)CSc2nnc(-c3ccc(OC)c(OC)c3)o2)cc1
    nt, nt, nt, 4.6%, -2.0%, -1.5%, -1.1%, 1.0%
COc1ccc(OC)c(C2CC(=O)Nc3cc(OC)c(OC)c(OC)c32)c1 (stereo unspecified)
    1.9%, 19.6%, nt, -10.3%, 2.5%, -1.0%, -4.0%, -7.9%
Cn1nc(C(F)(F)F)c2cc(C(=O)N3CCOCC3)sc21
    7.1%, 5.7%, -9.3%, -9.7%, 3.0%, -3.4%, -0.7%, -2.7%
Cc1ccc(CC(=O)Nc2c(C(=O)N3CCN(c4ccccc4F)CC3)oc3ccccc23)cc1
    nt, nt, nt, -5.3%, 2.3%, 0.6%, -8.5%, -17.8%
O=C(N1CCCC1)N1CCN(c2ncnc3c(-c4ccc(Cl)cc4)nsc23)CC1
    -1.1%, ?, 2.9%, -12.2%, 0.1%, -6.5%, 4.4%, ?
O=C(NCC1CCN(Cc2cccc(Cl)c2)CC1)Nc1ccc(F)c(Cl)c1
    nt, nt, nt, ?, ?, -0.8%, 3.6%, -3.1%
CSc1ncccc1C(=O)OCc1ccc(COC(=O)c2cccnc2SC)cc1
    -1.3%, -6.1%, nt, -5.8%, 0.6%, -3.7%, -7.4%, -10.9%
Cc1nc2c(N=Nc3ccccc3F)c(N)nn2c(N)c1C#N
    8.5%, 0.1%, 9.1%, -8.1%, -6.0%, -5.2%, -1.9%, ?
Cc1nc2ccc(NC(=O)c3cc(S(=O)(=O)N4CCOCC4)ccc3C)cc2s1
    -4.6%, -9.8%, nt, -8.2%, 2.2%, -4.0%, -1.1%, -11.0%
CC(=O)Nc1ccc(NC(=O)c2c(C)nn(-c3ccccc3)c2-n2cccc2)cc1
    nt, nt, nt, -20.7%, -9.4%, -1.3%, -2.7%, ?
CCOC(=O)c1[nH]c2ccc(OC)cc2c1NC(=O)c1ccc(OC)c(OC)c1
    7.5%, -9.3%, 1.9%, -21.6%, ?, -7.5%, 1.4%, -12.9%
CC1CN(C(=O)C2(C)CC2(Cl)Cl)CC(C)O1 (stereo unspecified)
    -1.2%, 12.4%, 8.1%, 5.8%, -1.4%, -2.2%, 1.0%, 4.4%
COC(=O)[C@@]1(Cc2ccccc2)[C@H]2c3cc(C(=O)N(C)C)n(Cc4ccc(OC)c(OC)c4)c3C[C@H]2CN1C(=O)c1ccccc1
    10.6%, 8.9%, nt, -8.0%, -6.0%, -0.4%, 1.3%, -14.8%
Cc1ccccc1NC(=O)c1cc2sccc2n1Cc1ccc(F)cc1
    nt, nt, nt, -3.2%, ?, -1.3%, -5.5%, 12.8%
Cn1c(SCc2ccc(C(C)(C)C)cc2)nnc1C1COc2ccccc2O1 (stereo unspecified)
    7.1%, ?, 9.2%, -6.7%, 13.6%, 0.2%, -2.5%, -16.1%
CCN(CC)C(=O)C1CCCN(Cc2ccccc2C(F)(F)F)C1 (stereo unspecified)
    6.8%, 3.55µM*, -3.6%, -2.0%, ?, -1.2%, -14.1%, 3.1%
Cc1ccc(CNC(=O)C2CCCN(c3nc4ccccc4o3)C2)cc1 (stereo unspecified)
    -4.0%, -0.3%, 7.2%, -8.3%, -20.1%, 1.1%, 0.7%, -1.0%
COc1ccc(CNc2nc(-c3ccco3)nn2C(=O)CC(C)C)cc1
    nt, nt, nt, -21.2%, -10.8%, 79.4µM*[quencher], -13.4%, -12.8%
COc1ccc(N2CCN(c3oc(COc4ccccc4Cl)nc3C#N)CC2)cc1
    -6.4%, -8.6%, nt, ?, 10.6%, 0.5%, -9.6%, -8.6%
Cc1cc(C)n2nc(C(=O)Nc3cccnc3)nc2n1
    0.3%, 9.3%, nt, 7.4%, -0.1%, -7.1%, -6.7%, 4.9%
O=C1CN(CC(=O)Nc2ccc(Cl)cc2)CCN1
    -2.6%, -2.5%, nt, -3.1%, 3.2%, -1.9%, -9.1%, -3.8%
CCCC(=O)NC(C)c1nc2ccccc2n1CC (stereo unspecified)
    6.4%, -1.2%, -0.5%, -2.1%, -5.5%, 0.7%, 2.8%, -2.8%
COc1ccccc1/C=C\C(=O)NCC(=O)N/N=C(\C)Cc1ccccc1
    7.3%, nt, -3.6%, -8.4%, -8.2%, -1.3%, 7.3%, -9.0%
COc1ccccc1C(=O)C1CCCN(Cc2cccc3nccnc23)C1 (stereo unspecified)
    -0.4%, -2.0%, -2.9%, -3.1%, 7.1%, -5.3%, -1.1%, -1.1%
CC(Nc1n[nH]c(=O)[nH]c1=O)C(=O)N/N=C/c1cccs1 (stereo unspecified)
    0.4%, 9.3%, nt, -7.3%, -9.5%, 0.2%, 2.1%, -13.1%
COc1ccc(CCNC(=O)c2cnn(-c3ccc(C)c(C)c3)c2NC(=O)c2ccco2)cc1OC
    -17.4%, -10.4%, nt, 1.6%, -12.0%, -1.9%, -14.2%, 8.5%

Screening data: PubChem BioAssay, National Center for Advancing Translational Sciences (NCATS)

Compounds were not picked by outcome; overall some 8.5% were active at least once.
